CIT2-GFP yeast: modulators of CIT2-GFP expression in yeast, primary screen, S. cerevisiae, GFP fusion, multiplex flow cytometry, MLPCN library | S. cerevisiae CIT2-GFP strain, 3 h; 100 means same as DMSO wells | GFP response vs DMSO, % at 10 µM | AID 2029, 2009 | 0.065% of 320,000 active;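 active means GFP response relative to DMSO above a set limit, near the screen mean plus 3 SD, cut at about 150% in these data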;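 further: ratio of well median GFP fluorescence to mean of DMSO wells on the plate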
RPL19A-GFP yeast: RPL19A-GFP expression modulators in yeast, primary screen, cell-based, S. cerevisiae, multiplex flow cytometry, MLPCN | 0.3% of 330,000 active | S. cerevisiae RPL19A-GFP strain, 3 h; active compounds read low | percent response vs DMSO, % at 10 µM;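 active means percent response vs DMSO below 50%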;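 further: median channel GFP fluorescence of the barcoded RPL19A-GFP strain; ratio of sample median GFP to plate DMSO average so 100% = DMSO; lower means less RPL19A-GFP as with rapamycin TOR inhibition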
proCasp7 act: procaspase-7 activators, primary screen, counter-screen for procaspase-3 activator project, biochemical, absorbance, HTS, human; recombinant procaspase-7, Ac-DEVD-pNA absorbance 405 nm; D23A/D198A/D206A triple mutant, cannot self-cleave; scale: DMSO 0, 5 µM enzyme 100; activation, % at 8.5 µM; 0.093% of 330,000 active;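 active means percent activation above the screen-wide mean plus 3 SD, cut at about 25% in these data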
Target sequence (P55210 whole entry D23A/D198A/D206A): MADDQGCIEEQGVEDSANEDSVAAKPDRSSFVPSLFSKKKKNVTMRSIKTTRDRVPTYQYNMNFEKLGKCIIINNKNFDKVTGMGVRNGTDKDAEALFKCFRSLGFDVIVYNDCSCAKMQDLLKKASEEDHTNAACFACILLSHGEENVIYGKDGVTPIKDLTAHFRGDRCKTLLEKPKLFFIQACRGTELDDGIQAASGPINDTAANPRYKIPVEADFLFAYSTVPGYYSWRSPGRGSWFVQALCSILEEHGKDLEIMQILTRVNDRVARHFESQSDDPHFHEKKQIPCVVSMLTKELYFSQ
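signal = Epi-absorbance of released pNA at 405 nm, two timepoints | assay system = Uncleavable procaspase-7 mutant enzyme | reagent = Ac-DEVD-pNA substrate, 400 µM as added | times = 1 h enzyme–compound preincubation and 2 h substrate reaction, both 25 °C | benchmarks = low DMSO alone, high DMSO plus 5 µM PC-7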
MEP2 TOR yeast: modulators of MEP2-GFP levels in yeast, primary screen, S. cerevisiae, multiplex flow cytometry, MLPCN library | S. cerevisiae MEP2-GFP strain, 3 h; 100% = DMSO control level | GFP response vs DMSO, % at 10 µM | 0.51% of 330,000 active | AID 2016, 2009;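 active means GFP response versus DMSO above a set limit, roughly screen mean plus 3 SD, cut at about 180% in these data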;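 further: median GFP fluorescence of the barcode-gated MEP2-GFP cells per well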
LAP4 TOR yeast: modulators of LAP4-GFP expression in yeast, primary screen, S. cerevisiae, multiplex flow cytometry, MLPCN library; 3 h; median GFP as percent of DMSO wells; GFP response vs DMSO, % at 10 µM; 0.34% of 320,000 active; AID 2023, 2009;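 active means GFP response vs DMSO above a set limit, about the screen mean plus 3 SD, cut at about 150% in these data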
procasp3 activ: activators of human procaspase-3 D3A mutant, primary screen, biochemical, absorbance, PC-3 D3A mutant, single concentration; activation, % at 8.5 µM; recombinant procaspase-3 D3A, Ac-DEVD-pNA absorbance 405 nm; 0.11% of 330,000 active;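 active means activation above the mean of all tested compounds plus 3 SD, cut at about 21% in these data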;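 further: 0% = DMSO alone and 100% = DMSO wells spiked with extra 5 µM PC-3 D3A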
Target sequence (P42574 whole entry D9A/D28A/D175A): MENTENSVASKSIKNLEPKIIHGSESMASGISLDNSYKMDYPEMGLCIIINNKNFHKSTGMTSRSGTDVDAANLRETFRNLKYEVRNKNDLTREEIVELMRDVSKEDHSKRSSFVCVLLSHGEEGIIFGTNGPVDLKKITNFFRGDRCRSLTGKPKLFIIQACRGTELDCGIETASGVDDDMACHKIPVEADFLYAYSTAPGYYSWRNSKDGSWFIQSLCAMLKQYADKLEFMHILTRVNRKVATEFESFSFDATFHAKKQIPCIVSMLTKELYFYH
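Assay system – Procaspase-3 D3A mutant, all three cleavage aspartates alanine · Controls – DMSO-only low control, 5 µM PC-3 D3A high control · Schedule – 1 h compound preincubation, 2 h substrate hydrolysis at 25 °C · Signal – 405 nm absorbance of p-nitroaniline, reads at 0 and 120 min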
AHR act: AHR activators, primary screen, cell-based, luminescence, luciferase reporter, human | Aryl hydrocarbon receptor (Homo sapiens), P35869 | 2.5% of 320,000 active | activation, % at 5 µM | AHR-responsive luciferase reporter cells; in the data active means activation above about 47%;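 further: 0% = vehicle wells and 100% = reference agonist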
AGP1 TOR yeast: modulators of AGP1-GFP expression in yeast TOR pathway, primary screen, cell-based, multiplex flow cytometry, S. cerevisiae, MLPCN library; GFP response vs DMSO, % at 10 µM; 3 h; GFP as percent of DMSO wells; 0.02% of 320,000 active;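 active means GFP response relative to DMSO above a set limit, near screen average plus 3 SD, cut at about 150% in these data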;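 further: median GFP channel fluorescence of the gated AGP1 strain per well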
An asterisk follows results filed as active; . = not tested or not shown.

1. CCOC(=O)N1CCN(C(=O)c2ccc3c(c2)N(Cc2cc(C)ccc2C)C(=O)c2ccccc2S3=O)CC1 (configuration not stated)
2. Cc1cc(C)c(NC(=O)c2ccc3c(c2)NC(=O)C(C)S3)c(C)c1 (configuration not stated)
3. C=CCn1c(N)c(C(=O)NCC2CCCO2)c2nc3ccccc3nc21 (configuration not stated)
4. Cc1ccc(C(C)C)c(OCC(=O)N/N=C/c2cccn2C)c1
5. O=C(c1ccc(S(=O)(=O)c2cccc(Cl)c2)c([N+](=O)[O-])c1)N1CCN(Cc2ccccc2)CC1
6. Cc1cc(C)cc(-n2nnnc2SCC(=O)Nc2nc(-c3ccc(F)cc3)cs2)c1
7. O=C(COC(=O)c1sc2ccccc2c1Cl)NCC1CCCCC1
8. O=C(C1=NN[C@@H]2C(=O)N(c3cccc(C(F)(F)F)c3)C(=O)[C@H]12)C(c1ccccc1)c1ccccc1
Screen / compound no.	1	2	3	4	5	6	7	8
procasp3 activ	-1	-3	0	-10	2	1	1	1
MEP2 TOR yeast	102	99	99	90	94	106	103	109
CIT2-GFP yeast	112	95	103	89	91	100	105	107
AHR act	2	0	30	5	-1	0	-2	3
proCasp7 act	-2	-5	-7	-5	3	14	-1	6
RPL19A-GFP yeast	103	100	98	103	100	101	99	112
LAP4 TOR yeast	110	100	102	116	94	101	93	96
AGP1 TOR yeast	104	108	102	104	96	106	94	106

Full records from above. Order of screens: procasp3 activ | MEP2 TOR yeast | CIT2-GFP yeast | AHR act | proCasp7 act | RPL19A-GFP yeast | LAP4 TOR yeast | AGP1 TOR yeast
Record of `O=C(COC(=O)c1sc2ccccc2c1Cl)NCC1CCCCC1` : 1 | 103 | 105 | -2 | -1 | 99 | 93 | 94
Record of `CCOC(=O)N1CCN(C(=O)c2ccc3c(c2)N(Cc2cc(C)ccc2C)C(=O)c2ccccc2S3=O)CC1` (configuration not stated) : -1 | 102 | 112 | 2 | -2 | 103 | 110 | 104
Record of `Cc1cc(C)c(NC(=O)c2ccc3c(c2)NC(=O)C(C)S3)c(C)c1` (configuration not stated) : -3 | 99 | 95 | 0 | -5 | 100 | 100 | 108
Record of `O=C(c1ccc(S(=O)(=O)c2cccc(Cl)c2)c([N+](=O)[O-])c1)N1CCN(Cc2ccccc2)CC1` : 2 | 94 | 91 | -1 | 3 | 100 | 94 | 96
Record of `Cc1cc(C)cc(-n2nnnc2SCC(=O)Nc2nc(-c3ccc(F)cc3)cs2)c1` : 1 | 106 | 100 | 0 | 14 | 101 | 101 | 106

Results in proCasp7 act (two entries from above):
item	compound	proCasp7 act
3	C=CCn1c(N)c(C(=O)NCC2CCCO2)c2nc3ccccc3nc21 (configuration not stated)	-7
4	Cc1ccc(C(C)C)c(OCC(=O)N/N=C/c2cccn2C)c1	-5

Next section:
9. CCNC(=S)N1CCN(S(=O)(=O)c2ccccc2C(F)(F)F)CC1
10. CCNC(=S)SCCOc1ccc(C)cc1
11. CCc1cc2c(=O)nc3n(c2s1)Cc1ccccc1/C3=C(/O)c1cccc([N+](=O)[O-])c1
12. CC(C)(C)c1ccc(C(O)CCCN2CCC(C(O)(c3ccccc3)c3ccccc3)CC2)cc1 (configuration not stated)
13. COc1ccc(CN(C)CC2CCCN(CCc3ccc(F)cc3)C2)cc1OC (configuration not stated)
14. CN(C)CCCn1c2c(c(SCC(=O)Nc3ccc4c(c3)OCO4)nc1=O)CCCC2
15. CC(=O)N1CC(=O)N(Cc2ccccc2)/C(=C/c2ccccc2)C1=O
16. COc1cc(Cl)ccc1NC(=S)N(CCN1CCOCC1)C1CCN(C(C)=O)CC1
Screen / compound no.	9	10	11	12	13	14	15	16
procasp3 activ	4	-3	10	-1	.	4	2	-9
MEP2 TOR yeast	101	98	108	105	108	108	94	102
CIT2-GFP yeast	96	90	95	92	108	118	92	107
AHR act	1	-1	-1	-2	.	3	-2	3
proCasp7 act	5	9	4	8	.	-6	-1	-8
RPL19A-GFP yeast	99	99	103	96	104	104	98	100
LAP4 TOR yeast	102	103	110	105	100	111	101	111
AGP1 TOR yeast	100	100	103	104	104	110	99	106

17. O=C(Nc1ccccc1-c1ccccc1)c1ccco1
18. CCOC(=O)C1(CCCc2ccccc2)CCN(C(=O)c2cc(C)nn2CC)CC1
19. CC(C)CC(=O)N1CCN(S(=O)(=O)c2ccc(Cl)cc2)CC1
20. O=C(CSc1ncccn1)Nc1cc(Cl)ccc1[N+](=O)[O-]
21. COc1ccc(NC(C)=O)cc1NC(C)C(=O)Nc1ccc(F)cc1 (configuration not stated)
22. CC(C)(C)c1ccc(-c2nnc(SCCN3C(=O)c4ccccc4C3=O)o2)cc1
23. CCN(CC)S(=O)(=O)c1ccc(O)c(C(=O)OCC(=O)N(C)Cc2ccccc2)c1
24. CCC(=O)Nc1cccc(C2=NOC3(C2)C[C@@H](C(N)=O)N(C(=O)C(c2ccccc2)c2ccccc2)C3)c1 (some centres not stated)
Screen / compound no.	17	18	19	20	21	22	23	24
procasp3 activ	-2	23*	-3	6	2	-6	1	1
MEP2 TOR yeast	95	615*	95	91	83	95	88	93
CIT2-GFP yeast	89	151*	91	89	93	89	96	96
AHR act	-1	-2	-1	3	3	16	3	-1
proCasp7 act	3	-11	5	14	-7	9	3	-2
RPL19A-GFP yeast	97	83	98	94	95	97	93	95
LAP4 TOR yeast	91	137	92	114	73	90	87	129
AGP1 TOR yeast	92	129	98	97	.	92	94	85

25. CC[C@H](C)[C@@H](C(=O)N1CCNCC1)n1cc([C@@H](N)CC(C)C)nn1
26. Cn1cccc1/C=C1\SC(=S)N(NC(=O)c2cccc(Cl)c2)C1=O
27. Cc1cc(NC(=O)COC(=O)c2ccco2)no1
28. CC(=O)Nc1ccc2nc(C3CCCCC3)[nH]c2c1
29. COc1ccc(-n2c(=O)n(Cc3ccccc3)c(=O)c3[nH]cnc32)cc1
30. Cc1ccc(C)c(NC(=O)CN(C)C(=O)C2COc3ccccc3O2)c1 (configuration not stated)
31. CCOC(=O)NNc1ccc(C(F)(F)F)cn1
32. N#Cc1ccccc1NC(=O)C(=O)NCC1CCCN1S(=O)(=O)c1cccs1 (configuration not stated)
Screen / compound no.	25	26	27	28	29	30	31	32
procasp3 activ	2	-14	-7	-1	4	2	-6	-6
MEP2 TOR yeast	105	98	94	99	99	112	94	89
CIT2-GFP yeast	105	90	100	95	95	53	83	83
AHR act	0	-1	3	11	0	1	17	-3
proCasp7 act	4	-7	-3	12	2	6	-2	7
RPL19A-GFP yeast	103	97	99	99	93	93	89	87
LAP4 TOR yeast	96	90	101	100	95	104	94	95
AGP1 TOR yeast	113	86	87	97	99	36	92	96

33. CC(=O)NC(Cc1ccccc1)C(=O)OCC(=O)c1ccc(Br)cc1 (configuration not stated)
34. CCCC(=O)NC(=S)Nc1c(C)cc(Br)cc1C
35. Cc1cnc(Sc2ncccc2[N+](=O)[O-])nc1
36. COc1ccc(Cc2noc(CN(C)CCN3CCc4ccccc4C3)n2)cc1OC
37. O=C(COC(=O)c1ccc(S(=O)(=O)NCc2ccco2)cc1)NC1CCCCCC1
38. O=C(NC(=S)Nc1ccc(N2CCOCC2)cc1)c1ccc2c(c1)OCCO2
39. Cc1cc(C)n(-c2ccc(C(=O)OCC(=O)Nc3ccccc3F)cc2)n1
40. C/C(=N\NC(=O)c1ccc2c(c1)OCO2)c1ccc(O)cc1
Screen / compound no.	33	34	35	36	37	38	39	40
procasp3 activ	-2	-1	-4	4	9	-7	1	-5
MEP2 TOR yeast	109	106	94	104	105	94	98	104
CIT2-GFP yeast	95	92	110	85	103	96	89	104
AHR act	-4	2	0	9	2	-1	-1	4
proCasp7 act	-5	9	4	3	6	-21	1	-4
RPL19A-GFP yeast	98	104	99	97	100	105	92	102
LAP4 TOR yeast	89	106	100	112	101	91	111	104
AGP1 TOR yeast	94	96	106	101	107	100	98	103

41. COc1ccc(CN2CCN(Cc3cc4ccccc4o3)CC2CCO)c(F)c1 (configuration not stated)
42. CC(NC(=O)c1cc(-c2cccs2)on1)c1ccccc1 (configuration not stated)
43. O=C1c2ccccc2NC(c2cccc(O)c2)N1Cc1ccco1 (configuration not stated)
44. Cc1ccnc(NC(=O)c2cc3ccccc3o2)c1
45. CSc1ccccc1C(=O)C1CCCN(C(=O)NC(C)C)C1 (configuration not stated)
46. O=C(NNC(=O)c1cc(-c2ccc(Cl)cc2Cl)nc2ccccc12)Nc1ccccc1
47. CCn1c(SCC(=O)N2CCC(C)CC2)nnc1-c1ccc(S(=O)(=O)N2CCN(C)CC2)cc1
48. O=C(c1ccc(COc2ccc3c(c2)CCC3)o1)N1CCN(c2ccccc2)CC1
49. CC(=O)NCC(=O)NC1(C(=O)NC2CCCC2)CCCCC1
50. OC1(c2ccccc2F)CCN(Cc2nnnn2Cc2ccc(F)cc2)CC1
51. CCN1CCN(S(=O)(=O)c2ccc(Cl)c(C(=O)N(C)C(c3ccccc3)c3ccccc3)c2)CC1
Screen / compound no.	41	42	43	44	45	46	47	48	49	50	51
procasp3 activ	.	-3	1	3	2	2	1	2	2	4	-12
MEP2 TOR yeast	110	99	98	97	110	93	95	104	94	96	107
CIT2-GFP yeast	101	90	85	96	109	86	95	97	96	94	100
AHR act	.	-3	48*	8	0	9	-1	18	3	1	3
proCasp7 act	.	2	-14	3	5	-5	10	3	-4	-4	-4
RPL19A-GFP yeast	102	97	96	98	102	89	97	99	96	92	102
LAP4 TOR yeast	97	99	105	109	100	92	88	103	90	92	105
AGP1 TOR yeast	100	96	103	94	106	87	95	101	96	95	108
